Assay outcomes from PubChem BioAssay.
bCat nuc transl: modulators of beta-catenin nuclear translocation; HeLa beta-catenin nuclear translocation, immunofluorescence imaging; nuclear translocation activity, % at 5 µM; actives 0.3% (n = 190,000); AID 1665;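 active = nuclear translocation activity above 50% at 5 µM, with a well cell count of 50 or more; inconclusive = wells under 50 cells across six images, flagged as toxic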;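 note: per-cell ratio of nuclear to cytoplasmic median beta-catenin stain intensity; plate controls were DMSO negative control for no effect and GSK-3 inhibitor IX positive control for full effect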
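test system = HeLa cells, endogenous beta-catenin | dosing = single 5 µM dose plus 0.02–20 µM confirmation series | times = compound treatment 24 h, 37°C, 5% CO2 | technique = beta-catenin immunofluorescence imaging with DAPI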
Hep lipid drop: modulators of hepatic lipid droplet formation; AML12 mouse hepatocytes, oleate lipid droplets, BODIPY imaging; inhibition, % at 6.5 µM; actives 0.4% (n = 240,000); AID 1656;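 active = lipid droplet intensity inhibited by at least 50%, with more than 500 cells counted; inconclusive = wells with under 300 cells, treated as cytotoxic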
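Assay system: AML12 mouse liver cells | Compound dosing: One dose, 6.5 µM compound | Read-out basis: Droplet intensity reduction, % inhibition | Measured by: Fluorescence imaging, 20x objective, two fields per well | Schedule: Overnight treatment with compound plus oleate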
Salmonella PhoP GFP: PhoP-dependent GFP reporter repression – Salmonella Typhimurium, primary screen (AID 1863); inhibition, % at 50 µM, or IC50 in µM where a hit was titrated; actives 0.16% (n = 300,000); S. Typhimurium PhoP-regulated promoter GFP reporter, 4 h; higher % means a stronger effect;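 active = inhibition over 29.93%, a cutoff 3 SD above the screen mean, later confirmed by dose response; inconclusive = inhibition over 29.93% but no dose response follow-up; inactive = inhibition at most 29.93% or unconfirmed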;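 note: 0% = low Mg2+ inducing control and 100% = high Mg2+ repressing control; strong numbers were not always called active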
Autophagy mod: alters autophagy in cells. actives 0.98% (n = 190,000). AID 463193. MEF GFP-LC3 puncta imaging; test concentration mostly 10 µM. calls only at 10 µM (by protocol);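 active = percentage of spot-positive cells more than 3 SD above its plate mean, without a fluorescence outlier flag or 80% toxicity; inconclusive = no clear call, values can overlap the other calls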;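 note: spot-positive cell cutoff set from DMSO-treated cells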
Ins promoter up: MIN6 insulin promoter up-regulation; AID 1625; actives 0.3% (n = 190,000); MIN6 insulin promoter-GFP reporter, high-content imaging; active compounds read high; z-score at 5 µM;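 active = z-score above 3 at 5 µM with at least 500 cells counted in the well; inconclusive = wells under 500 cells, flagged as cytotoxic or low count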
CSM14.1 death rescue: rescue of cells from ER stress-induced death, primary screen, 384-well, CSM14.1, thapsigargin, ATP luminescence (AID 1222); CSM14.1 thapsigargin-induced death rescue, ATP luminescence; higher % means a stronger effect; cellular ATP content (survival), % at 20 µM, or EC50 in µM where a hit was titrated; 190,000 tested, under 10 active;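 active = EC50 below 50 µM in the dose-response confirmation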;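 note: death triggered by thapsigargin at about 15 µM added after 2 h compound pretreatment; cell ATP read after overnight thapsigargin exposure of roughly 18 to 22 hours; normalized against plate controls of thapsigargin alone and 5% DMSO vehicle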
Dynein transport: blocks dynein driven cargo transport along microtubules. actives 0.47% (n = 220,000). z-score, hits read low. AID 1381. 3617.4 mouse cells, GR-EGFP nuclear translocation imaging; test concentration mostly 20 µM; stimulated with dexamethasone, 1 µM; active compounds read low;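 active = plate z-score of nuclear minus cytoplasmic receptor signal below a set negative limit, without overly bright fluorescence or cell loss, cut at about -3.5 in these data, passing the limit was not always enough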;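 note: z-score of nuclear minus cytoplasmic ring GR-EGFP intensity difference per well; some compounds called inactive have numbers as strong as hits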
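Medium: Induction medium lacking tetracycline, stripped serum | Probe or stimulus: 1.0 µM final dexamethasone stimulus | Schedule: 48 h induction, then 1 h compound, then 30 min agonist, 37 °C | Signal: Automated 10x imaging of fixed Hoechst-stained cells | Evaluation: Per-cell GR-EGFP intensity, nucleus versus surrounding cytoplasmic ring, well-averaged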
MT stabilizer: stabilizes microtubules in HeLa cells. % tubulin-high responders, % at 10 µM. actives 0.83% (n = 200,000). HeLa tubulin immunostaining HCS, 24 h; share of cells brighter than vehicle mean+2SD;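 active = plate Z-score above 3 for both tubulin-high and condensed-nucleus cell shares, with cell loss under 80%, at 10 µM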;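 note: anti alpha tubulin signal scored within the nucleus-defined area of each cell; some results filed as inactive read as strong as hits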
T cell HTS: T cell immune modulation candidate. 2C CD8+ T cell-vesicle binding, flow cytometry; active compounds read low. calls only at 7 µM. actives 0.068% (n = 330,000);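 active = response, share of CD8 T cells binding vesicles, and their 90th percentile fluorescence all below set limits, cut at about 80% in these data, passing the limit was not always enough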
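incubation = binding step 1.5 h, 37 °C, antibody labelling 20 min, ice | test system = 2C mouse CD8+ T cells | read-out basis = percent CD8+ FL2 mean versus row control | controls = Peptide-free naked vesicles (low) and QL9 vesicles with 0.7% DMSO vehicle (high) | detection = flow cytometry of vesicle-bound cells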
Dynein transport cytoplasmic EGFP: further read-out of Dynein transport, marked with its call; z-score; measured here: cytoplasmic GR-EGFP intensity; active compounds read high
Dynein transport nuclear GR-EGFP: also measured in Dynein transport; calls as there; z-score; measured here: nuclear GR-EGFP intensity;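 lower value marks the stronger effect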
Dynein transport cell count: recorded beside Dynein transport, whose call it bears; z-score; measured here: cell count per field
Ins promoter up cell count: second read-out of Ins promoter up, no call of its own (marks repeat the call); cell count; measured here: cytotoxicity, nuclei count;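 total cells summed across four imaged fields per well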
Hep lipid drop cells 6.5 µM: recorded beside Hep lipid drop, whose call it bears; cell count; measured here: cell count, cytotoxicity flag;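 cells counted across two imaged fields per well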
bCat nuc transl cell count 5 µM: also measured in bCat nuc transl; calls as there; cell count; measured here: cell count, cytotoxicity flag
T cell HTS vesicle-bound %: second read-out of T cell HTS, no call of its own (marks repeat the call); double positive events, %; measured here: CD8+ vesicle-bound cell fraction;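 binding gate set so that unloaded-vesicle control wells show 10% double positive cells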
MT stabilizer Hoechst-high %: recorded beside MT stabilizer, whose call it bears; % Hoechst-high responders; measured here: nuclear condensation Hoechst responders;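 share of cells brighter than vehicle mean plus two SD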
MT stabilizer cytotoxicity %: further read-out of MT stabilizer, marked with its call; toxicity, %; measured here: cytotoxicity by cell density;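 0% = mean cell density of plate MIN control wells and 100% = no cells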
Autophagy mod cell loss 18 h: further read-out of Autophagy mod, marked with its call; toxicity, %; measured here: cell loss, nuclei count;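 cell loss after 18 h compound exposure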
An asterisk follows results filed as active; i = inactive; ? = inconclusive; / = not tested or not shown. Random draw from the library; any-hit rate near 3%.

SMILES	bCat nuc transl	bCat nuc transl cell count 5 µM	Hep lipid drop	Hep lipid drop cells 6.5 µM	Salmonella PhoP GFP	Autophagy mod	Autophagy mod cell loss 18 h	Ins promoter up	Ins promoter up cell count	CSM14.1 death rescue	Dynein transport	Dynein transport cytoplasmic EGFP	Dynein transport nuclear GR-EGFP	Dynein transport cell count	MT stabilizer	MT stabilizer Hoechst-high %	MT stabilizer cytotoxicity %	T cell HTS	T cell HTS vesicle-bound %
Cc1ccccc1NC1=NC(=S)N(CC(N)=O)C12CCOC(C)(C)C2 (stereo unspecified)	0.0	1288	-30	758	-8%	/	/	-0.81	1026	/	-0.47	0.29	0.28	0.066	/	/	/	i	25
CCCCCCN(C(=O)CCCCCN1C(=O)NC(c2ccc(-c3ccccc3)cc2)C(C(=O)OCc2ccccc2)=C1C)C(C(=O)NCCCC)c1cccc(C(=O)OC)c1 (stereo unspecified)	-1.1	1173	-6	665	-4%	/	/	/	/	/	-0.28	-0.75	-0.19	0.19	/	/	/	/	/
CCC(=O)N1c2ccc(C)cc2C2=NNC(=S)NC21O (stereo unspecified)	1.0	1168	-1	771	?	i	1	-0.03	921	1.0%	0.74	-0.24	1	0.22	1.6	2.2	7.1	i	24
COc1ccc(-c2noc(CCC(=O)N3CCC(C)CC3)n2)cc1	-1.4	1174	-7	698	10%	i	-2	1.2	721	-3.2%	-0.37	0.26	-0.28	-0.2	2.7	1.7	6.8	i	21
CC(=O)Nc1cnn(Cc2ccc(Br)cc2)c1	-1.0	1078	3	707	5%	i	-2	0.39	1353	/	0.86	-0.27	0.27	-0.93	2.3	2.0	7.9	i	46
NC(=O)c1sc2nnc(-c3ccccc3)c(-c3ccccc3)c2c1N	-0.4	1339	3	660	-30%	/	/	-0.18	1006	/	-0.79	0.065	0.45	-0.43	/	/	/	i	17
Cc1ccc2c([N+](=O)[O-])cccc2n1	/	/	-2	555	-13%	i	0	0.52	1144	-0.6%	-0.32	-0.31	-0.11	-0.14	3.5	2.6	7.6	i	46
CC(C)(C)C1CCC(OCC(O)CN2CCN(c3ccccc3)CC2)CC1 (stereo unspecified)	-0.4	1474	/	/	8%	i	1	-0.73	796	-1.0%	2.6	-0.21	-0.13	-1.4	2.8	1.9	4.8	i	57
Cc1ccc(NC2=CC(=O)CC(C)(C)C2)cc1C	-0.9	1184	6	752	2%	i	2	-1.5	947	-1.5%	-0.27	-0.22	-0.02	0.39	1.9	1.9	4.8	i	31
N#Cc1ccc(COn2nnc3ccccc32)cc1	-0.7	1024	12	669	-8%	i	19	0.15	1268	-0.5%	0.032	-0.35	0.66	-0.17	2.4	1.6	4.7	i	38
CCOC(=O)Nc1sc(C)nc1-c1ccccc1	-5.2	1013	/	/	6%	i	15	-0.06	1311	1.8%	-1.2	-0.3	-0.47	1.4	2.8	1.5	7.8	i	21
O=C(Nc1ccccc1)OCCN1CCN(Cc2ccccc2)CCC1=O	/	/	-4	696	2%	i	5	-0.16	1099	-3.8%	3	-0.039	1.5	-1.8	3.4	2.4	4.2	i	29
Cc1ccc(NC(=O)CSc2ncc3ccccn23)cc1C	2.4	992	1	676	2%	i	-14	0.67	1636	-1.0%	-0.24	-0.22	-0.36	-0.3	4.9	1.7	8.7	i	41
CC(=O)Nc1ccc(Nc2nc(C)c([N+](=O)[O-])c(N(C)c3ccccc3)n2)cc1	-0.3	1388	-1	731	-7%	/	/	-0.5	977	/	0.3	-0.15	0.13	-0.24	/	/	/	i	13
CSCCC(NS(=O)(=O)c1ccc2ccccc2c1)C(=O)O (stereo unspecified)	/	/	11	803	3%	i	5	0.39	934	-1.2%	0.081	0.058	0.26	0.41	2.0	1.3	8.8	i	44
Cc1ccc(NC2c3ccccc3C(=O)N2CCN2CCOCC2)cc1 (stereo unspecified)	/	/	/	/	0%	i	11	0.97	1030	3.1%	1.1	-0.063	0.74	-0.32	2.3	3.0	4.4	i	24
Cc1ccnc(N2CCC(C(=O)NNC(=O)c3ccccc3C)CC2)n1	1.3	1400	/	/	0%	i	7	0.08	1493	-1.2%	0.074	-0.0069	-0.19	0.24	2.8	1.3	11	i	10
Cc1ccc(CC(=O)c2ccc(Cl)cc2)cc1	0.6	1318	5	700	-8%	/	/	0.22	1044	/	1	-0.3	0.44	0.27	/	/	/	i	26
CCC(C)(C)n1nnnc1C(c1ccccn1)N1CCOCC1 (stereo unspecified)	-9.4	979	/	/	13%	i	-3	-0.89	1529	1.0%	0.56	-0.056	-0.00031	0.052	2.1	2.3	6.6	/	/
Cc1noc(/C=C/N(C)C)c1S(=O)(=O)N1CCCC(C(=O)NCc2ccco2)C1 (stereo unspecified)	-6.5	1188	/	/	-3%	i	1	1.4	981	-1.2%	-0.13	-0.17	0.15	-0.25	2.9	2.3	2.0	i	32
CCN(CC)C(=O)c1[nH]cnc1C(=O)N[C@@H](C)C(=O)OCc1ccccc1	-2.4	1134	12	726	-1%	i	5	-0.03	1433	-1.1%	0.67	-0.26	0.63	-0.24	4.2	1.3	4.1	i	10
O=C1/C(=C/c2coc3ccc(O)cc3c2=O)SC(=S)N1c1ccccc1	-0.2	1328	-1	714	-5%	/	/	-0.11	964	/	1.3	-0.25	1.2	-1.5	/	/	/	i	52
COc1cccc(C=NCCNC(=O)c2nonc2N)c1O	-1.2	890	/	/	32%	i	5	0.5	1335	0.9%	0.19	-0.24	-0.54	-0.85	4.9	2.7	8.5	i	11
CCN(CC)c1ccc(N)cc1S(=O)(=O)Nc1ccccc1OC	1.8	1381	3	751	-5%	/	/	0.48	1010	/	1.3	-0.19	0.5	-1	/	/	/	i	30
CC(=O)Nc1c(C)nn(-c2ccc([N+](=O)[O-])cc2)c1C	-0.5	1534	10	697	-7%	i	3	0.33	1626	1.2%	-0.27	-0.31	-0.064	0.34	3.0	1.8	9.2	i	20

Looked up above.
Hep lipid drop cells 6.5 µM, Cc1ccc(NC(=O)CSc2ncc3ccccn23)cc1C is entered as 676
MT stabilizer Hoechst-high %, Cc1ccc(NC2c3ccccc3C(=O)N2CCN2CCOCC2)cc1 (stereo unspecified) is entered as 3.0

More results follow.
SMILES	bCat nuc transl	bCat nuc transl cell count 5 µM	Hep lipid drop	Hep lipid drop cells 6.5 µM	Salmonella PhoP GFP	Autophagy mod	Autophagy mod cell loss 18 h	Ins promoter up	Ins promoter up cell count	CSM14.1 death rescue	Dynein transport	Dynein transport cytoplasmic EGFP	Dynein transport nuclear GR-EGFP	Dynein transport cell count	MT stabilizer	MT stabilizer Hoechst-high %	MT stabilizer cytotoxicity %	T cell HTS	T cell HTS vesicle-bound %
COc1cc2c(cc1OC)CN(CC(=O)Nc1ccccc1SC)CC2	0.4	996	-11	719	3%	i	5	-0.39	1145	-1.0%	-0.051	-0.24	0.015	0.98	3.7	1.0	0.1	i	49
COc1ccc(OC)c(N)c1	-3.9	1153	/	/	0%	i	0	0.42	1121	-0.5%	1.5	-0.33	0.73	-0.24	5.3	4.4	10	i	37
CC(C)(C)CC(=O)NCCCN1CCOCC1	-1.5	1043	-1	666	-2%	i	2	0.12	1606	1.1%	-1.6	-0.32	-0.0061	1.4	6.4	2.6	3.5	i	56
CCOc1ccc(N(CC(=O)OC)S(=O)(=O)c2ccc(OC)c(OC)c2)cc1	0.1	1088	-3	729	-2%	i	-8	-0.81	1320	/	0.65	-0.26	0.8	-0.33	4.4	1.0	65	i	57
Cc1nc2ccccn2c1C(=O)NNC(=S)Nc1ccccc1	-0.9	1370	-3	646	0%	/	/	0	1024	/	0.055	-0.24	0.42	0.49	/	/	/	i	26
CCN1CCN(c2nc3c(C)cccn3c(=O)c2/C=C(\C#N)S(=O)(=O)c2ccc(Cl)cc2)CC1	-0.1	1274	-1	739	3%	/	/	-0.38	1446	/	-0.16	-0.14	-0.33	1	/	/	/	i	15
CCOc1ccc(-n2c(Cc3cc(=O)[nH]c(=O)[nH]3)nnc2SCc2cccnc2)cc1	/	/	/	/	-1%	i	-1	0.03	1031	-1.2%	0.13	-0.23	0.15	0.17	5.3	2.3	7.7	i	44
COc1ccc(-n2c(-c3ccco3)nc3c(cnn3-c3ccccc3C)c2=O)cc1	2.4	1307	5	772	2%	/	/	0.33	1096	/	0.32	-0.14	0.6	-0.53	/	/	/	i	22
C=CCOC(=O)C1=C(C)NC(SCC(N)=O)=C(C#N)C1c1ccc(C)cc1 (stereo unspecified)	-3.2	1202	4	657	-3%	/	/	-0.96	1413	/	-0.65	0.1	-0.34	1.3	/	/	/	i	42
